Screening data from PubChem BioAssay.
TMEM16A inh: TMEM16A chloride channel inhibitors, primary screen, cell-based, HTS; Anoctamin-1 (Mus musculus), Q8BHY3; HEK293 TMEM16A/YFP iodide influx fluorescence, ionomycin; normalized B-score (activity score, 25-100; higher = stronger inhibition) at 10 µM; 310,000 compounds, 1.2% hits; AID 588511, 2011;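 active = ratio plate-corrected score three or more library SD toward inhibition, starting fluorescence score within five deviations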;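 also: score derived from kinetic fluorescence span divided by baseline fluorescence per well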
Target sequence (Q8BHY3 whole entry, looked up): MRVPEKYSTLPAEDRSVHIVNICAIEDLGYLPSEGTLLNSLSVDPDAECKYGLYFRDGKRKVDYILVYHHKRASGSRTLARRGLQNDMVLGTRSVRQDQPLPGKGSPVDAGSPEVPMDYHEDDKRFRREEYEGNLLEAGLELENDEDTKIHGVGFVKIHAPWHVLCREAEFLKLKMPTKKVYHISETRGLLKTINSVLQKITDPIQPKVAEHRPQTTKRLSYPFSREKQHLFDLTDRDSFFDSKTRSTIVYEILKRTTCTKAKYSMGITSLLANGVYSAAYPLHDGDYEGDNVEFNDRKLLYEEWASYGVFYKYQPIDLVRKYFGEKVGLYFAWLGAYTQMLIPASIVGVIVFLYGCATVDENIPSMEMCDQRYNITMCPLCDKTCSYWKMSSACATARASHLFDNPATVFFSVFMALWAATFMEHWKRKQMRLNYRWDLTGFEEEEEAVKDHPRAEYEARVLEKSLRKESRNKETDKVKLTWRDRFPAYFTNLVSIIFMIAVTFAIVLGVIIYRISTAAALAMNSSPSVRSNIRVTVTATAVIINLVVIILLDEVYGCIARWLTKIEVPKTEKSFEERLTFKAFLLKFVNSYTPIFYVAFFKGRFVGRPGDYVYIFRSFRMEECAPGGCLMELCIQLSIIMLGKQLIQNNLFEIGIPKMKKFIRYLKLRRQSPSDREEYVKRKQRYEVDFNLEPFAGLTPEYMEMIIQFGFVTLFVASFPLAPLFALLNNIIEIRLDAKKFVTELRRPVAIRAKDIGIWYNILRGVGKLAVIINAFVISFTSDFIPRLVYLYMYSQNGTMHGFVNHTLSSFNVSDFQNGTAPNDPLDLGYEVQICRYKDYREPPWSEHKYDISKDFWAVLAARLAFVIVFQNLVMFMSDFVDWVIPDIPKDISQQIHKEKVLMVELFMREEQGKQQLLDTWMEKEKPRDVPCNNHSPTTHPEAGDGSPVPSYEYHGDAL
RGS4 block: RGS4 inhibitors, primary screen, cell-based, HEK293 M3R inducible RGS4, calcium flux | AID 463165, 2010 | 310,000 compounds, 0.45% hits | Regulator of G-protein signaling 4 (Homo sapiens), P49798 | Fluo-4 calcium flux; active compounds read high; triggered by carbachol at its EC20 | B-score at 10 µM;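 active = B-score, a plate-corrected calcium signal, over three deviations above library mean, with baseline fluorescence within five deviations of library mean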;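 also: RGS4 expression induced by doxycycline in cells with stable M3 receptor; B-score is computed from the integrated fluorescence ratio over baseline after carbachol; higher B-score means a larger calcium signal and so more RGS4 inhibition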
KCNK3 inh: human KCNK3 channel inhibitors, primary screen, CHO cells, FluxOR thallium flux, B-score | Potassium channel subfamily K member 3 (Homo sapiens), O14649 | FluxOR fluorescence; active compounds read low | B-score at 10 µM | 340,000 compounds, 0.84% hits | AID 602410, 2012;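 active = B-score under library mean minus 4 SD, starting fluorescence ratio at most library mean plus 5 SD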;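 also: more negative B-score means stronger inhibition of thallium flux through KCNK3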
KCNK9 inh: KCNK9 potassium channel inhibitors, primary screen, HEK293 cells, thallium flux | B-score at 10 µM | 310,000 compounds, 1.2% hits | Potassium channel subfamily K member 9 (Homo sapiens), Q9NPC2 | FluxOR thallium flux fluorescence; active compounds read low;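 active = ratio B-score over 3 SD below the library mean, with starting fluorescence within 5 SD of its mean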;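 also: negative B-score means less thallium flux so channel inhibition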
RGS4 pot: RGS4 potentiators or activators, primary screen, cell-based, HEK293 M3R inducible RGS4, calcium flux. carbachol calcium flux Fluo4; active compounds read low. B-score at 10 µM. 310,000 compounds, 0.92% hits;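 active = B-score of the integrated calcium signal more than 4 SD below the library mean, with starting fluorescence not abnormally high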;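 also: negative B-score means reduced calcium response which marks RGS4 activation or potentiation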
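Assay system: HEK293 FlpIn-TREx cells, stable M3R, doxycycline-inducible RGS4 / Probe or stimulus: carbachol, ECmax concentration / Times: overnight RGS4 induction, 30 min dye load 37 °C, 20 min compound RT / Signal: kinetic calcium fluorescence imaging with Fluo4-AM dye, 2 µM / Measure: Agonist-evoked peak-minus-minimum fluorescence over baseline, integrated ratio, B score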
MrgX1 agonist: agonists of human MrgX1 receptor, primary screen, HEK293 cells, Fluo-4 calcium flux | Mas-related G-protein coupled receptor member X1 (Homo sapiens), Q96LB2 | Fluo-4 calcium fluorescence, agonist mode; active compounds read high | B-score at 10 µM | 310,000 compounds, 0.44% hits | AID 588627, 2011;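 active = calcium response B-score plate-corrected fluorescence ratio at least 3 library SD, with starting fluorescence B-score inside 5 SD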
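System: HEK293 cells stably expressing human MrgX1 receptor; Dosing: test compound in the initial addition of three; Schedule: overnight plating, then 30 min 37 °C plus 30 min room-temperature dye loading; Detection: kinetic calcium dye fluorescence, Fluo-4 NW; Controls: per-plate positive and negative controls for Z′ factor.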
KCNQ1 pot: potentiators or activators of KCNQ1 channel, primary screen, cell-based, thallium flux, high-throughput; 310,000 compounds, 0.35% hits; AID 2648, 2010; CHO-K1 KCNQ1, thallium flux FluxOR fluorescence; active compounds read high; B-score at 10 µM;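 active = fluorescence ratio B-score, a plate-corrected score, at least three library SD, with initial intensity B-score within 5 SD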
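Assay system: CHO-K1 cells stably expressing KCNQ1; Medium: assay buffer with matched DMSO; Also added: K+/Tl+ depolarizing stimulus; Dosing: single dose; Timing: dye 90 min, compound 20 min, room temperature; Measured by: kinetic FluxOR thallium fluorescence, 10-s 1-Hz baseline, 110-s post-stimulus read; Read-out: peak-minus-minimum fluorescence over initial fluorescence, negative-control normalized, B-scored.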
hERG protect: hERG rescue from dofetilide block, primary screen, cell-based, CHO-hERG, FluxOR thallium flux, dofetilide IC70; dofetilide IC70 present; Voltage-gated inwardly rectifying potassium channel KCNH2 (Homo sapiens), Q12809; 310,000 compounds, 0.51% hits; activation (rescue from dofetilide block), less the hit threshold, % at 10 µM;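 active = activation above the mean of controls blocked by dofetilide plus 5 SD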;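 also: thallium influx through hERG after potassium depolarization seen as dye fluorescence rise; in these data hits start at about 4.7%; inactives centre near -7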
MrgX1 PAM: positive allosteric modulators of MrgX1, primary screen, HEK293 cells, Fluo-4 calcium flux | Mas-related G-protein coupled receptor member X1 (Homo sapiens), Q96LB2 | B-score at 10 µM | FDSS; active compounds read high | 310,000 compounds, 0.63% hits;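 active = plate-corrected calcium response at least 3 library SD above typical, normal starting fluorescence, not activating the receptor alone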;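 also: compound read alongside a low EC10 to EC30 dose of BAM8-22 agonist; peak minus trough fluorescence over baseline measured at the second addition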
ANO1 activ: TMEM16A chloride channel activators or potentiators, primary screen, cell-based, HTS; 340,000 compounds, 0.3% hits; HEK293 TMEM16A/YFP-H148Q/I152L, iodide quench fluorescence; active compounds read low; Anoctamin-1 (Mus musculus), Q8BHY3; B-score at 10 µM;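 active = fluorescence-ratio B-score plate-corrected deviation score at least 3 library SD below zero, with starting fluorescence score within 5 deviations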;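 also: channel opened by trigger with iodide after compound preincubation; score built on the fluorescence ratio of max minus min over baseline; more negative score means more quench and so TMEM16A activation or potentiation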
KCNQ1 block: inhibitors of human KCNQ1 channel, primary screen, cell-based, thallium flux, high-throughput. 310,000 compounds, 1.3% hits. CHO-K1 KCNQ1, FluxOR thallium flux fluorescence; active compounds read high. B-score at 10 µM;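 active = compounds whose thallium flux B-score, printed positive for inhibition, exceeds three library SD while starting fluorescence stays within three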;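 also: channel opened by potassium depolarization with thallium stimulus after 20 min compound exposure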
The depositor's hits bear a star; i = inactive; / = not tested or not shown.

SMILES | TMEM16A inh | RGS4 block | KCNK3 inh | KCNK9 inh | RGS4 pot | MrgX1 agonist | KCNQ1 pot | hERG protect | MrgX1 PAM | ANO1 activ | KCNQ1 block
O=C1CN(C(=O)COC(=O)CCCOc2ccccc2)c2ccccc2N1 | i | i | i | i | i | i | i | -1 | i | i | i
COc1cccc(OC)c1C(=O)Nc1ccc(N2CCN(C(=O)c3ccco3)CC2)cc1 | i | i | i | i | i | i | i | -7 | i | i | i
Cc1ccc(-c2cc(-c3ccc(C)o3)nc(N)c2C#N)cc1 | i | 7* | -11* | i | i | i | i | -11 | i | i | i
Cc1ncc(CN2CCC(C(=O)Nc3cccc(-c4cscn4)c3)CC2)cn1 | i | i | i | i | i | i | i | -10 | i | i | i
CCOC(=O)C1=C(N)Oc2cc(O)ccc2C1c1ccc(F)cc1F (centres undefined) | i | i | i | i | i | i | i | -9 | i | i | i
COc1ccc(N2C(=O)C3C(C2=O)C3(c2ccccc2)c2ccccc2)cc1 (centres undefined) | i | i | i | i | i | i | i | -3 | i | i | i
CCN(CC(=O)NC1CCS(=O)(=O)C1)C(=O)C(c1ccccc1)c1ccccc1 (centres undefined) | i | i | i | i | i | i | i | -14 | i | i | i
N#CC1=C(N)N2C(=C(C#N)C13CCN(Cc1ccccc1)CC3)Nc1ccccc12 | i | i | i | i | i | i | i | -8 | i | i | i
O=C(/C=C/c1ccc2c(c1)OCCCO2)c1ccc2ccccc2c1O | i | i | i | i | i | i | i | -9 | i | i | i
COC(=O)CN1C(=O)C(O)(CC(=O)c2ccc(C)cc2)c2cc(Br)ccc21 (centres undefined) | i | i | i | i | i | i | i | -1 | i | i | i
O=C1c2ccccc2C(=O)N1c1cccc(-c2nc3ccccc3o2)c1 | i | i | i | i | i | i | i | 4 | i | i | i
CCN(CC)S(=O)(=O)c1ccc(NC2c3ccccc3C(=O)N2Cc2ccc3c(c2)OCO3)cc1 (centres undefined) | i | i | i | i | i | i | i | -8 | i | i | i
COc1ccc(NC(=O)CN(c2ccccc2)S(=O)(=O)c2ccccc2)c(OC)c1 | i | i | i | i | i | i | i | -8 | i | i | i
COCCNC(C)C(=O)Nc1ccc(Br)cc1 (centres undefined) | i | i | i | i | i | i | i | 2 | i | i | i
COC(=O)c1cc(S(=O)(=O)N(C)C2CCCCC2)cn1C | i | i | i | i | i | i | i | 0 | i | i | i
Cc1csc2ncc(C(=O)NCc3ccc4c(c3)OCO4)c(=O)n12 | i | i | / | i | i | i | i | -9 | i | / | i
CCC(=O)Nc1ccc(N2CCOCC2)c(S(=O)(=O)Nc2ccc(OC)cc2)c1 | i | i | i | i | i | i | i | -2 | i | i | i
COc1cccc(Oc2coc3c(CN4CCOCC4)c(O)ccc3c2=O)c1 | i | i | i | i | i | i | i | -11 | i | i | i
Cc1cc2c(cc1S(=O)(=O)NCc1ccccc1Cl)OCCN2C | i | i | i | i | i | i | i | -16 | i | i | i
COc1ccc(C(=O)NNC(=O)CSc2nnc(COc3ccc4ccccc4c3)n2C)cc1 | i | i | i | i | i | i | i | -11 | i | i | i
COc1ccc(C(=O)Nc2nc3ccccc3s2)c(OC)c1 | i | i | i | i | i | i | i | -4 | i | i | i
CCOc1cc(/C=C(/C#N)C(=O)Nc2ccc(OC)cc2)ccc1OCc1ccc(C(=O)O)cc1 | i | i | i | i | i | i | i | -4 | i | i | i
CCN(CC(=O)NC1CCS(=O)(=O)C1)S(=O)(=O)c1cc(C)ccc1C (centres undefined) | i | i | i | i | i | i | i | -14 | i | i | i
Cc1cc(NC(=O)C2CC(c3ccc(F)cc3)=NO2)n(-c2ccccc2)n1 (centres undefined) | i | i | i | i | i | i | i | -1 | i | i | i
COc1cccc(CNC(=S)Nc2cccc(Cl)c2C)c1 | i | i | i | i | i | i | i | -4 | i | i | i
COc1cccc(N/C(SC)=C(/C#N)C(N)=O)c1 | i | i | i | i | i | i | i | -10 | i | i | i
CCN(CC)c1ccc2cc(C(C)=O)c(=O)oc2c1 | i | i | i | i | i | i | i | -25 | i | i | i
CCCc1cc(-c2nc(-c3ccc(C)cc3)cs2)ccn1 | i | i | i | i | i | i | i | -4 | i | i | i
COc1ccc(OC)c(/C=N\NC(=O)CC(=O)NCCc2ccccc2)c1 | i | i | i | i | i | i | i | -5 | i | i | i
Cc1noc(C)c1CC(=O)NC1CC(C)(C)Cc2c1cnn2-c1ccccc1 (centres undefined) | i | i | i | i | i | i | i | -12 | i | i | i
COc1ccc(C(C(=O)NC2CCCC2)N(C(=O)c2snc(-c3ccc(F)cc3)c2N)c2ccc(F)cc2)cc1 (centres undefined) | i | i | i | i | i | i | i | -15 | i | i | i
COc1ccc2c(c1)Cc1sc(NC(=O)c3cccnc3)nc1-2 | i | i | i | i | i | i | i | -8 | i | i | i
CCOC(=O)c1c(NC(=O)COC(=O)CCCOc2ccc(OC)cc2)sc(C(=O)NC)c1C | i | i | i | i | i | i | i | -7 | i | i | i
Cc1ncc(CN2CCN(CCC(C)C)C(CCO)C2)s1 (centres undefined) | i | i | i | i | i | i | i | -8 | i | i | i
CC(C)c1ccc(NC2CCCN(C(=O)c3ccc4nccnc4c3)C2)cc1 (centres undefined) | i | i | i | i | i | i | i | -8 | i | i | i
O=c1nc(N2CCCC2)nc(N2CCCC2)[nH]1 | i | i | i | i | i | i | i | -5 | i | i | i
Cc1cc(C)n(C(=O)c2sc3cc(F)ccc3c2Cl)n1 | i | i | / | i | i | i | i | -10 | i | / | i
Cc1ccc2cc(CN(Cc3ccc(F)cc3)Cc3nnnn3C3CCCC3)c(=O)[nH]c2c1 | i | i | i | i | i | i | i | -3 | i | i | i
Cc1ccc(C(=O)Nc2c(C(=O)N3CCOCC3)cnn2-c2ccccc2)cc1 | i | i | i | i | i | i | i | -6 | i | i | i
C=CCn1c(-c2ccccc2)ccc(C#N)c1=O | i | i | i | i | i | i | i | -14 | i | i | i
CN(c1ccccc1)c1ccc(/C=c2\s/c(=C(/C#N)C(=O)C(C)(C)C)n(Cc3ccco3)c2=O)cc1 | i | i | / | i | i | 193* | i | -37 | i | / | i
COc1ccccc1-n1cnc2c(c1=O)c1nc3ccccc3nc1n2-c1ccc(C)c(C)c1 | / | i | i | i | i | / | i | -13 | / | i | i
Cc1ccc(Nc2ncc(C(=O)NCCCN3CCN(C)CC3)c3ccccc23)cc1Cl | i | i | i | i | i | i | i | -6 | i | i | i
CC1Cc2ccccc2N1C1=NS(=O)(=O)c2ccccc21 (centres undefined) | i | i | i | i | i | i | i | 2 | i | i | i
N/C(=N\NC(=O)c1cccc(F)c1)c1cc2ccccc2oc1=O | i | i | i | i | i | i | i | -11 | i | i | i
CC(C)C(=O)N1CCC(n2nccc2NC(=O)CCOc2ccccc2)CC1 | i | i | i | i | i | i | i | -3 | i | i | i
COc1cccc(NC(=O)N[C@@H](Cc2ccccc2)C(=O)O)c1 | i | i | i | i | i | i | i | -6 | i | i | i
Fc1cccc(Nc2nc3ccccc3n3nnnc23)c1 | i | i | i | i | i | i | i | -7 | i | i | i
O=C(CNC(=O)c1cc2c(s1)CCC2)Nc1ccccc1Br | i | i | i | i | i | i | i | -11 | i | i | i
CCN(CC(=O)Nc1c(F)cccc1F)C(=O)c1ccc(N2C(=O)c3ccccc3C2=O)cc1 | i | i | i | i | i | i | i | -10 | i | i | i

Further records:
SMILES | TMEM16A inh | RGS4 block | KCNK3 inh | KCNK9 inh | RGS4 pot | MrgX1 agonist | KCNQ1 pot | hERG protect | MrgX1 PAM | ANO1 activ | KCNQ1 block
CCc1ccc(NC(=O)CSc2nc3c(c(=O)n(C)c(=O)n3C)n2C)cc1 | i | i | i | i | i | i | i | -6 | i | i | i
CCc1c(C)c(C#N)c2nc3ccccc3n2c1NCC1CCCO1 (centres undefined) | i | i | i | i | i | i | i | -14 | i | i | i
CCCOc1ccc(C(=O)CCN2CCCCC2)cc1 | i | i | i | i | i | i | i | -8 | i | i | i
C/C(=N\NC(=O)c1c(C)nc2ccccn12)c1ccc(N2CCOCC2)cc1 | i | i | i | i | i | i | i | -4 | i | i | i
C/C(=N/NS(=O)(=O)c1ccc(F)cc1)c1ccncc1 | i | i | i | i | i | i | i | -9 | i | i | i
CS(=O)(=O)N1CCN(c2ccccc2NC(=O)c2ccc(-c3ccc(Cl)cc3Cl)o2)CC1 | i | i | i | i | i | i | i | -13 | i | i | i
CN(C)c1cc(-c2ccc(Cl)cc2)oc(=O)c1Cl | i | i | i | i | i | i | i | -7 | i | i | i
COCCn1c(N)c(S(=O)(=O)c2cccs2)c2nc3ccccc3nc21 | i | i | i | i | i | i | i | -5 | i | i | i
CCCCCC(=O)NNC(=S)NC(=O)c1ccccc1[N+](=O)[O-] | i | i | i | i | i | i | i | -24 | i | i | i
COc1ccc(N(Cc2cc3ccccc3[nH]c2=O)C(=O)C2CCCO2)cc1 (centres undefined) | i | i | i | i | i | i | i | -5 | i | i | i
O=C(CC(C(=O)N1CCc2ccccc21)n1ccnc1)NCc1cccnc1 (centres undefined) | i | i | i | i | i | i | i | -14 | i | i | i
CCCOc1ccc(N2C(=O)CC(N(CCC)C(=O)CCC(=O)O)C2=O)cc1 (centres undefined) | i | i | i | i | i | i | i | -6 | i | i | i
Cc1ccc(-n2c(SCC(=O)Nc3ccc4c(c3)OCO4)nnc2-c2ccoc2C)cc1 | i | i | i | i | i | i | i | -3 | i | i | i
